SKBR3 24h inh: SK-BR-3 proliferation inhibitors; SK-BR-3 viability, CellTiter-Glo ATP luminescence, 24 h; hits give low values; viability, % at 10 µM; 41,000 tested, 0.47% active; AID 847;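 active = viability at or below the median of all test compounds minus 3 SD, in both replicates if run twice, cut at about 45% in these data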;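 note: 100% = median untreated cell wells and 0% = median positive control drug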
Starred values were filed as active, the others as inactive. Not all compounds are listed (hit frequency here may not be typical).

How did CCC(=O)N1CCN(c2ccccc2NC(=O)COc2cc(C)ccc2C(C)C)CC1 do in these assays?
SKBR3 24h inh: 115

What do the screens show for `COc1ccc(-c2ccc(-c3noc(C)n3)c(OC)n2)cc1`?
SKBR3 24h inh: 88

Results for CN1CCN(C(=O)CN(c2cccc(Cl)c2)S(=O)(=O)c2ccccc2)CC1 ?
SKBR3 24h inh: 90

How did CC(C)CNC(=O)NC1C(NC(=O)NCC(C)C)N(C)C(=O)N1C (stereo not drawn) do in these assays?
SKBR3 24h inh: 113

Results for CCC(=O)N1CCN(c2cc3c(cc2F)c(=O)c(C(=O)O)cn3CC)CC1 ?
SKBR3 24h inh: 96

How did S=c1[nH]nc(-c2ccccc2)n1C1C=CCCC1 (stereo not drawn) do in these assays?
SKBR3 24h inh: 74

How did COCCCN(C(=O)c1ccco1)c1nc(-c2cc(OC)ccc2OC)cs1 do in these assays?
SKBR3 24h inh: 83

Results for COc1ccc(OC)c(-c2cc(C(=O)Nc3cc(C)on3)no2)c1 ?
SKBR3 24h inh: 109

Results for O=C(CCN1CCN(Cc2ccccc2)CC1)Nc1cccc(Cl)c1 ?
SKBR3 24h inh: 52

What do the screens show for `CN1C(=O)C2(Nc3ccccc3-c3nc4ccccc4n32)c2ccccc21` (stereo not drawn)?
SKBR3 24h inh: 96

What do the screens show for `CCc1nccn1S(=O)(=O)c1ccc2ccc(C)cc2c1`?
SKBR3 24h inh: 91

What do the screens show for `C=CCOc1ccc(C2/C(=C(\O)c3ccc(F)cc3)C(=O)C(=O)N2CCCN(C)C)cc1` (stereo not drawn)?
SKBR3 24h inh: 99

How did CC(NC(=O)Nc1nccs1)(C(F)(F)F)C(F)(F)F do in these assays?
SKBR3 24h inh: 90

What do the screens show for `CNC(=O)CN(c1cccc(Br)c1)S(C)(=O)=O`?
SKBR3 24h inh: 78

Results for Cc1ccc(-c2nc3ccccc3n3nnnc23)cc1 ?
SKBR3 24h inh: 84

How did CCCCN(C)C(=O)C1CCN(CCCc2ccccc2)CC1 do in these assays?
SKBR3 24h inh: 51

Results for CCOC(=O)N1CCN(C(=O)CCCN2C(=O)CSc3nc(C)cc(C)c32)CC1 ?
SKBR3 24h inh: 87

How did CCOC(=O)C1=C(c2ccccc2)NC(SCC(=O)Nc2ccccc2C)=C(C#N)C1c1ccco1 (stereo not drawn) do in these assays?
SKBR3 24h inh: 125

Results for Cc1ccc(C)n1CCN1CCN(C(=O)CSc2nc3ccccc3nc2N2CCOCC2)CC1 ?
SKBR3 24h inh: 71

How did O=C1CCC(=O)c2oc3ccccc3c2N1 do in these assays?
SKBR3 24h inh: 90

How did CN(C)C(=O)CSc1nc(SCC(=O)N(C)C)n(-c2ccccc2)n1 do in these assays?
SKBR3 24h inh: 72

Results for CC1=C(C(=O)Nc2ccccc2)C(c2ccncc2)C(C#N)=C(SCC(=O)NC2CC2)N1 (stereo not drawn) ?
SKBR3 24h inh: 80

Results for CCOc1ccc(N2CC(C(=O)NCCC3=CCCCC3)CC2=O)cc1 (stereo not drawn) ?
SKBR3 24h inh: 103

Results for CC(C)CCN(C(=O)CNC(=O)c1ccco1)C(C(=O)NC1CCCCC1)c1ccco1 (stereo not drawn) ?
SKBR3 24h inh: 95

What do the screens show for `COc1ccccc1-c1nnc(SCC(=O)N2CCC(C)CC2)o1`?
SKBR3 24h inh: 71

Results for O=C1C2ON(c3ccccc3)C(c3cccnc3)C2C(=O)N1Cc1ccccc1 (stereo not drawn) ?
SKBR3 24h inh: 80

How did Cc1ccc2c(c1)[nH]c1c(N3CCN(Cc4ccccc4)CC3)ncnc12 do in these assays?
SKBR3 24h inh: 64

How did O=c1c2ccccc2nc(-c2ccccc2)n1Cc1ccco1 do in these assays?
SKBR3 24h inh: 87

How did CC1(C)CC(=O)C2=C(C1)NC(=O)CC2c1ccc(F)cc1 (stereo not drawn) do in these assays?
SKBR3 24h inh: 93

Results for N#CC1=C2C=Cc3ccccc3N2CCCC1=O ?
SKBR3 24h inh: 93

What do the screens show for `O=C(CN1C(=O)C2C3C=CC(C3)C2C1=O)NCc1ccc2c(c1)OCO2` (stereo not drawn)?
SKBR3 24h inh: 74

What do the screens show for `COc1ccc(S(=O)(=O)N2CCC(C(N)=O)CC2)c2ccccc12`?
SKBR3 24h inh: 96

What do the screens show for `O=C(NCCN1CCCCC1)c1c(O)c2ccccc2[nH]c1=O`?
SKBR3 24h inh: 84

How did CCc1ccc(C(=O)N2CCN(c3ccc(F)cc3)CC2)s1 do in these assays?
SKBR3 24h inh: 71

How did O=S(=O)(Nc1ccc2c(c1)OCCO2)c1ccc2oc3ccccc3c2c1 do in these assays?
SKBR3 24h inh: 101

How did COC(=O)C(O)(NC(=O)NC(C)=O)C(F)(F)F (stereo not drawn) do in these assays?
SKBR3 24h inh: 92

How did CCC(Oc1ccccc1)C(=O)N1CCC(C(N)=O)CC1 (stereo not drawn) do in these assays?
SKBR3 24h inh: 98

Results for CC(C)CCN1C(=O)c2ccc(C(=O)NCC3CCCO3)cc2C1=O (stereo not drawn) ?
SKBR3 24h inh: 98

How did COCCCNC(=O)c1c(N)n(/N=C/c2cccs2)c2nc3ccccc3nc12 do in these assays?
SKBR3 24h inh: 75

What do the screens show for `CCc1ccccc1N(CC(=O)Nc1cccc(N(C)S(C)(=O)=O)c1)S(C)(=O)=O`?
SKBR3 24h inh: 85

Results for CCc1nnc(N2CCN(c3ncnc4c3oc3ccccc34)CC2)s1 ?
SKBR3 24h inh: 84

How did COc1cc(OC)cc(-c2cc3nc4c(c(N5CCN(c6cnccn6)CC5)n3n2)CCCC4)c1 do in these assays?
SKBR3 24h inh: 75

How did COCC(=O)Nc1cccc(Br)c1 do in these assays?
SKBR3 24h inh: 91

Results for Oc1ccc(-c2nnc(SCC3CCCCC3)o2)cc1 ?
SKBR3 24h inh: 87

Results for Cc1ccc(OCC(=O)N(C)CCc2ccccn2)cc1 ?
SKBR3 24h inh: 98

How did c1ccn(-c2ncnc3sc4c(c23)CCCC4)c1 do in these assays?
SKBR3 24h inh: 82

Results for N#CC(C(=O)Nc1ccc(Cl)cc1)=C1Nc2ccccc2N1 ?
SKBR3 24h inh: 88

What do the screens show for `CCC1CCCCN1C(=O)Nc1cccc(NC(=O)N2CCCCC2CC)c1` (stereo not drawn)?
SKBR3 24h inh: 80

What do the screens show for `Cc1csc(NC(=O)Nc2cccc(Cl)c2)n1`?
SKBR3 24h inh: 82

How did O=C1c2ccccc2-c2nccnc21 do in these assays?
SKBR3 24h inh: 70

Results for CN(Cc1ccccc1)Cc1nc2c(c(=O)n(C)c(=O)n2C)n1CCCc1ccccc1 ?
SKBR3 24h inh: 47

What do the screens show for `Cc1ccccc1OCCn1c(=O)oc2ccccc21`?
SKBR3 24h inh: 74

Results for O=C1C2(c3ccccc3)CN(CCCO)CC1(c1ccccc1)CN(CCCO)C2 ?
SKBR3 24h inh: 88

How did O=C(CN(CC1CCCO1)C(=O)CCC(=O)Nc1nccs1)NCc1ccc2c(c1)OCO2 (stereo not drawn) do in these assays?
SKBR3 24h inh: 106

What do the screens show for `CN1Cc2sc(N)c(C#N)c2CC1(C)C`?
SKBR3 24h inh: 128

Results for COc1ccc(N2CCn3c2nc2c3c(=O)n(CCc3ccccc3)c(=O)n2C)c(OC)c1 ?
SKBR3 24h inh: 77

How did C=CCSc1nnc(NC(=O)CSc2nc3ccccc3o2)s1 do in these assays?
SKBR3 24h inh: 91

Results for FC(F)Sc1nnc(-c2cccs2)n1-c1ccccc1 ?
SKBR3 24h inh: 90

How did Cc1ccc(C)c(-n2c(SCC(=O)NCC3CCCO3)nnc2-c2ccoc2C)c1 (stereo not drawn) do in these assays?
SKBR3 24h inh: 96

Results for CCOc1ccccc1N1CC(C(=O)Nc2nccs2)CC1=O (stereo not drawn) ?
SKBR3 24h inh: 93

No new results follow: an excerpt of the list.
How did Cc1ccc(C)c(-n2c(SCC(=O)NCC3CCCO3)nnc2-c2ccoc2C)c1 (stereo not drawn) do in these assays?
SKBR3 24h inh: 96

Results for CCOc1ccccc1N1CC(C(=O)Nc2nccs2)CC1=O (stereo not drawn) ?
SKBR3 24h inh: 93

Other entries.
Results for CCOc1cc(C)c(Cl)cc1S(=O)(=O)NCC1CCCO1 (stereo not drawn) ?
SKBR3 24h inh: 84

How did Cn1c(Cc2ccccc2)nnc1SCC(=O)N1CCOCC1 do in these assays?
SKBR3 24h inh: 97

How did O=C(Nc1ccc2c(c1)OCCO2)c1ccc2nccnc2c1 do in these assays?
SKBR3 24h inh: 98

What do the screens show for `Cc1cc2nncn2c(Cc2ccccc2)n1`?
SKBR3 24h inh: 84

Results for CCOC(=O)C1CCN(Cc2ccc(OC)c(C)c2OC)CC1 ?
SKBR3 24h inh: 83

How did COC(=O)c1cc(-c2ccc(OC)c(OC)c2)on1 do in these assays?
SKBR3 24h inh: 67

What do the screens show for `CC1Cc2nc(SCC(=O)Nc3ccc4c(c3)OCO4)n(Cc3ccccc3)c(=O)c2S1` (stereo not drawn)?
SKBR3 24h inh: 80

How did CCOc1ccc(S(=O)(=O)N(C)c2ccc(OCC(=O)Nc3ccc4[nH]c(=O)[nH]c4c3)cc2)cc1 do in these assays?
SKBR3 24h inh: 90

What do the screens show for `Cc1nn2c(-c3ccncc3)nnc2c2ccccc12`?
SKBR3 24h inh: 85

How did O=C(O)CCCNC(=O)OCc1ccccc1 do in these assays?
SKBR3 24h inh: 94

How did Cc1ccc(-c2noc(-c3ccccc3C(=O)NCC3CCCO3)n2)cc1 (stereo not drawn) do in these assays?
SKBR3 24h inh: 80

Results for CC(C)(C)OC(=O)N[C@@H](Cc1ccccc1)c1nnc(S(=O)(=O)Cc2ccccc2)o1 ?
SKBR3 24h inh: 98

3 structures out of the list, arranged by formula weight, falling:
How did CCOc1ccc(S(=O)(=O)N(C)c2ccc(OCC(=O)Nc3ccc4[nH]c(=O)[nH]c4c3)cc2)cc1 do in these assays?
SKBR3 24h inh: 90

How did COC(=O)c1cc(-c2ccc(OC)c(OC)c2)on1 do in these assays?
SKBR3 24h inh: 67

What do the screens show for `Cc1nn2c(-c3ccncc3)nnc2c2ccccc12`?
SKBR3 24h inh: 85

The list continues.
What do the screens show for `COc1ccc(N2C(=O)CCC(C(=O)NCc3ccccn3)C2c2ccc(OC)c(OC)c2)cc1` (stereo not drawn)?
SKBR3 24h inh: 95

Results for CCOC(=O)N1CCN(C(=O)COc2ccc(S(=O)(=O)NC3CCCCC3)cc2C)CC1 ?
SKBR3 24h inh: 87

What do the screens show for `COc1ccc(N(CC(=O)NCc2cccs2)S(=O)(=O)c2c(C)n[nH]c2C)cc1`?
SKBR3 24h inh: 85

Results for COc1ccccc1NC1SC(=O)N(c2ccccc2)C1=O (stereo not drawn) ?
SKBR3 24h inh: 85

Results for CCOC(=O)CSC1=C(C#N)C(=O)NC(c2ccc(OC)c(OC)c2)S1 (stereo not drawn) ?
SKBR3 24h inh: 90

How did COC(=O)c1sc2nc(CN3CCOCC3)nc(N3CCOCC3)c2c1C do in these assays?
SKBR3 24h inh: 103

Results for Cc1cc(C)nc(SCc2nnc(SCC(=O)Nc3ccc(C)c(C)c3)o2)n1 ?
SKBR3 24h inh: 101

How did Cc1c(Br)c(C(F)(F)F)nn1CC(=O)N1CCCC1 do in these assays?
SKBR3 24h inh: 79

Results for CCOC(=O)c1cn(-c2ccccc2)nc1-c1cccnc1 ?
SKBR3 24h inh: 90

What do the screens show for `Cc1ccc(NS(=O)(=O)c2cc(C(=O)O)ccc2Cl)cc1`?
SKBR3 24h inh: 85

What do the screens show for `CC(=O)C1(O)C(C)CC2C3CCC4CC(O)CCC4(C)C3=CCC21C` (stereo not drawn)?
SKBR3 24h inh: 115

How did O=C(O)c1cccc(CSc2nnc(Cc3ccccc3)o2)c1 do in these assays?
SKBR3 24h inh: 95

Random excerpt: 4 compounds from above.
How did CN(C)C(=O)CSc1nc(SCC(=O)N(C)C)n(-c2ccccc2)n1 do in these assays?
SKBR3 24h inh: 72

What do the screens show for `Cc1csc(NC(=O)Nc2cccc(Cl)c2)n1`?
SKBR3 24h inh: 82

Results for Oc1ccc(-c2nnc(SCC3CCCCC3)o2)cc1 ?
SKBR3 24h inh: 87

How did O=C(O)c1cccc(CSc2nnc(Cc3ccccc3)o2)c1 do in these assays?
SKBR3 24h inh: 95

Further compounds follow:
Results for COc1ccc(CN2CCN(C(=O)c3cccs3)CC2)cc1Br ?
SKBR3 24h inh: 75

What do the screens show for `CSc1cccc(NC(=O)CN(C)S(=O)(=O)c2ccc(F)cc2)c1`?
SKBR3 24h inh: 84

Results for O=c1cc(CO)oc(CN2CCC(Cc3ccccc3)CC2)c1O ?
SKBR3 24h inh: 72

What do the screens show for `Cc1nn(CC(=O)Nc2ccccn2)c(=O)c2ccccc12`?
SKBR3 24h inh: 92

Results for CCN(CC)S(=O)(=O)c1cccc(C(=O)N2CCCCC2)c1 ?
SKBR3 24h inh: 94

What do the screens show for `COC(=O)c1ccccc1NC(=O)Nc1cnccn1`?
SKBR3 24h inh: 109

What do the screens show for `COc1ccccc1-c1cc(C2CC2)nc(N)c1C#N`?
SKBR3 24h inh: 85

How did CN(CCc1ccccn1)S(=O)(=O)c1ccccc1F do in these assays?
SKBR3 24h inh: 103

Results for CN1CCN(CCN2CCn3c2nc2ccccc23)CC1 ?
SKBR3 24h inh: 89

Results for CCCC(=O)Nc1nnc(COC)s1 ?
SKBR3 24h inh: 95

High-throughput results as filed in PubChem.
